High-throughput results from PubChem BioAssay.
Rat MKP-3 inhibitors – inhibition of rat DUSP6 enzyme activity – biochemical, in vitro, primary screen (AID 425); recombinant MKP-3 phosphatase activity, fluorescence; higher % means a stronger effect; hit rate 0.17% among 110,000; one-dose inhibition, % at 20 µM; IC50 in µM for titrated hits; in the data active = inhibition above about 50%;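 note: plate controls were vehicle for no effect and reference inhibitor for full effect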
Hsp70 displacement – small molecules displacing fluorescent ligand from Hsp70 – biochemical, fluorescence polarization, primary screen (AID 583); hit rate 0.06% among 140,000; Hsp70 fluorescence polarization probe displacement, mP; higher % means a stronger effect; displacement, % at 20 µM, or IC50 in µM where a hit was titrated; in the data active = displacement above about 50%;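 note: plate controls were vehicle for no effect and reference ligand for full effect; a part of the inactive calls stands beside numbers as strong as those of hits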
Active calls of the source: *; . = no result given; & = joins results of further samples. Only part of the results is shown; rates above refer to the full screens.

SMILES	Rat MKP-3 inhibitors	Hsp70 displacement
CCOc1ccc(Nc2cc(C)nc(N3CCOCC3)n2)cc1	-13%	2.0%
Cc1cc(C)c2c(c1)OC(O)(C(F)F)CC2=O (configuration not stated)	-2%	-0.4%
O=C(CC1Nc2ccccc2NC1=O)NCCc1ccccc1 (configuration not stated)	.	0.6%
CC(C)(C)c1ccc(C(=O)C=[N+]=[N-])cc1	-7%	-1.9%
CN=C1SC(CC(=O)NCCc2ccc(OC)c(OC)c2)C(=O)N1C (configuration not stated)	-7%	1.0%
O=C(NCCCn1ccnc1)NC1CCCCC1	0%	3.0%
COc1ccc(S(=O)(=O)Nc2cc(Cl)ccc2C)cc1	0%	-4.2%
COc1cc(C(=O)OCC(=O)N2CCCC2)cc(OC)c1OC	-8%	-2.1%
CCCCC(CC)CNC(=O)C(=O)NCC1CCCO1 (configuration not stated)	0%	0.4%
COc1ccc2c(c1)CCc1c(C(=O)Nc3ccc(OC)c(OC)c3)noc1-2	4%	1.4%
Cc1ccc(C)c(NC(=O)c2sc3cc(C)ccc3c2Cl)c1	4%	-4.4%
CCCn1nnnc1SCC(=O)c1ccc2c(c1)OCCO2	-8%	1.8%
COc1ccc2[nH]c(=O)c(CN(Cc3ccco3)C(c3nnnn3Cc3ccccc3)C(C)C)cc2c1 (configuration not stated)	.	-9.2%
CS(=O)(=O)NCCCNc1c(Cl)cccc1[N+](=O)[O-]	.	12%
O=C(O)c1ccccc1S(=O)(=O)Cc1ccccc1	7%	0.3%
Cc1cccc(C)c1NC(=O)CSc1nnnn1C	-8%	-5.7%
C=C1CC(C)OC(c2ccccc2O)C1 (configuration not stated)	-1%	-0.4%
CN(c1cccc(Cl)c1)S(=O)(=O)c1cccc(C(=O)NC2=NCCS2)c1	.	4.6%
Cc1ccc(C(=O)NCCc2nc3ccccc3[nH]2)cc1[N+](=O)[O-]	2%	-2.8%
O=C1CSC(c2ccncc2)N1Cc1ccco1 (configuration not stated)	2%	1.2%
O=c1cc(-c2ccccc2)c2c([nH]1)CCCC2	-7%	-1.9%
O=C1C2CCCC1C(c1ccc3c(c1)OCO3)NC2c1ccc2c(c1)OCO2 (configuration not stated)	4%	-1.3%
Cc1cc2oc(=O)cc(CN3CCOCC3)c2cc1C	.	-4.4%
O=C1OC(Nc2nc3ccccc3s2)c2ccccc21 (configuration not stated)	-1%	-1.8%
CC1CCN(Cc2ccc(-c3nn[nH]n3)cc2)CC1	-8%	0.2%
SMILES	Rat MKP-3 inhibitors	Hsp70 displacement
COc1nc(NCCc2ccc(OC)c(OC)c2)nc(NC(C)(C)CO)n1	0%	-7.2%
CCCCOn1c(C)c(C(=O)OCC)c2c3nonc3ccc21	-7%	-0.7%
COC(=O)c1c(C(=O)OC)c(-c2ccccc2)n2c1CS(=O)C2 (configuration not stated)	.	7.7%
Cc1ccc2nc3c(cc(C(N)=S)c(=N)n3CCCOC(C)C)c(=O)n2c1	-13%	-2.7%
Cn1c(=O)c2c(ncn2CC(=O)NC(C)(C)C)n(C)c1=O	-10%	-4.4%
Nc1ccc2oc(-c3ccc4nc[nH]c4c3)nc2c1	.	-1.5%
CCn1c(=O)c(C(=O)NCCN2CCCCC2)c(O)c2ccccc21	-7%	7.1%
Cc1nc2sc(C(c3cccs3)N3CCN(c4ccccc4)CC3)c(O)n2n1 (configuration not stated)	-9%	1.0%
c1ccc2[nH]c(CN3CCOCC3)nc2c1	.	-3.4%
CCn1c(SCC(=O)Nc2nccs2)nnc1-c1ccncc1	3%	7.5%
COc1ccc(N2CCN(CC(=O)Nc3nc4c(s3)CC(C)CC4)CC2)cc1 (configuration not stated)	-11%	4.8%
COCCOC(=O)C1=C(C)Nc2ncnn2C1c1ccccc1 (configuration not stated)	-5%	-1.8%
Cc1oc(-c2ccc(Cl)cc2)nc1CN1CCCC(C(=O)NCc2cccnc2)C1 (configuration not stated)	8%	2.2%
O=C(c1ccc(Br)o1)N1CCCCC1	2%	3.8%
COc1cccc(-c2nc(-c3ccccc3)c(-c3cc([N+](=O)[O-])ccc3C)[nH]2)c1OC	2%	1.4%
O=C(COc1ccc([N+](=O)[O-])cc1)NNC(=O)c1ccccc1Cl	2%	2.4%
CC(=O)Nc1ccc(S(=O)(=O)NCC2CCC(C(=O)NCCCN3CCCC3=O)CC2)cc1 (configuration not stated)	-2%	6.6%
COc1cc(/C=N/NS(=O)(=O)c2ccc3ccccc3c2)ccc1OCC(N)=O	1%	-5.5%
CC(=O)N1c2ccc(C)cc2C(Nc2ccc(C)cc2)CC1C (configuration not stated)	-1%	-0.5%
CS(=O)(=O)N(CC(=O)NCc1ccccc1Cl)Cc1ccccc1	.	-2.4%
CCOC(=O)c1ccc(NC(=O)C2(c3ccc(OC)cc3)CCOCC2)cc1	.	-3.0%
O=C(CCCc1nc2ccccc2s1)Nc1nccs1	-8%	0.5%
c1ccc2c(NC3CCCC3)nnc(NC3CCCC3)c2c1	-4%	-1.5%
CC(C)n1c(/N=C/c2c[nH]c3ccccc23)nc2ccccc21	.	-4.2%
COc1ccccc1CN=Cc1[nH]c2ccc(Br)c(Cl)c2c1O	.	-41%

Entries of single compounds, looked up by structure. Screens in order: Rat MKP-3 inhibitors	Hsp70 displacement
COc1ccc(S(=O)(=O)Nc2cc(Cl)ccc2C)cc1 across the screens: 0%	-4.2%
COc1ccc(N2CCN(CC(=O)Nc3nc4c(s3)CC(C)CC4)CC2)cc1 (configuration not stated) across the screens: -11%	4.8%
CC(C)(C)c1ccc(C(=O)C=[N+]=[N-])cc1 across the screens: -7%	-1.9%
Cn1c(=O)c2c(ncn2CC(=O)NC(C)(C)C)n(C)c1=O across the screens: -10%	-4.4%
CS(=O)(=O)NCCCNc1c(Cl)cccc1[N+](=O)[O-] across the screens: .	12%

(next part)
SMILES	Rat MKP-3 inhibitors	Hsp70 displacement
Cn1c(=O)c(-c2nc3ccccc3[nH]2)c(O)c2ccccc21	-2%	-29%
CCOc1cc(N2CCOCC2)c(OCC)cc1NC(=O)c1cc(-c2ccco2)nc2ccccc12	5%	15%
CC1=C(C(=O)OCCc2ccccc2)C(c2ccc(Br)cc2)C2=C(CCCC2=O)N1 (configuration not stated)	11%	4.8%
O=C(COc1ccccc1)NNC(=O)COc1ccc([N+](=O)[O-])cc1	-1%	1.6%
Cc1ccc(-c2nnc(SCC(=O)OC(C)C)n2N)cc1	.	-2.3%
CCOc1ccc(C(=O)Nc2ccc(N(CC)CC)cc2)cc1	-1%	-3.6%
O=C(/C=C1\NC2(CCCC2)Cc2ccccc21)N1CCOCC1	10%	1.3%
Cn1c(=O)n(CCc2ccccc2)c(=O)c2c1nc1n2CCCN1Cc1ccccc1	1%	1.5%
CCOc1ccc2[nH]c(=O)c(CN(Cc3ccc(F)cc3)C(=O)N3CCCC3)cc2c1	-19%	-5.0%
S=C(NCC(c1ccccc1)c1ccccc1)Nc1ccc(Cl)cc1	2%	-1.4%
COc1cc(/C=C2/C(=O)NC(=O)N(c3cccc(F)c3)C2=O)ccc1OCc1ccc(C(=O)O)cc1	1%	3.1%
Cc1c(Cl)cccc1NC(=O)CCCN1C(=O)CCC1=O	.	0.7%
CC(=O)CC(=O)Nc1ccc(F)cc1F	0%	-0.9%
CC(=O)NCCC(=O)Nc1sc2c(c1-c1nc3ccccc3[nH]1)CCCC2	.	-3.6%
O=C(Cn1cnc([N+](=O)[O-])n1)Nc1ccc(F)cc1F	-4%	-3.1%
COc1ccc2[nH]cc(C(=O)CN3CCCC(C)C3)c2c1 (configuration not stated)	-2%	3.5%
COc1ccc(NC(=O)CCN2CCCC(C)C2)cc1 (configuration not stated)	-4%	-0.4%
COc1ccc(-c2nnc(SCC(=O)NC3CCCC3)n2-c2ccccc2)cc1	3%	0.0%
CC1CCN(C(=O)c2ccc3nc4c5ccccc5c5ccccc5c4nc3c2)CC1	1%	-3.7%
O=C1NC(=S)N/C1=C\c1ccccc1F	0%	-12%
Cc1ccc(Nc2nc3c([nH]2)c(=O)n(C)c(=O)n3C)cc1	.	4.7%
CCN1CCN(C(=O)c2ccc(F)cc2)CC1	-5%	3.2%
c1coc(CNC2C3CC4CC(C3)CC2C4)c1 (configuration not stated)	.	4.0%
O=C(CSCc1cccc(Br)c1)NCCc1ccc(Cl)cc1	8%	2.4%
CC(=O)c1ccc(NC(=O)CSc2nnc(Cn3c(=O)sc4ccccc43)n2C)cc1	-2%	1.0%

Arranged by molar mass (low to high): four of the compounds above.
SMILES	Rat MKP-3 inhibitors	Hsp70 displacement
c1coc(CNC2C3CC4CC(C3)CC2C4)c1 (configuration not stated)	.	4.0%
Cc1ccc(-c2nnc(SCC(=O)OC(C)C)n2N)cc1	.	-2.3%
O=C(/C=C1\NC2(CCCC2)Cc2ccccc21)N1CCOCC1	10%	1.3%
S=C(NCC(c1ccccc1)c1ccccc1)Nc1ccc(Cl)cc1	2%	-1.4%

(cont.)
SMILES	Rat MKP-3 inhibitors	Hsp70 displacement
O=C(O)C1C2CCC(O2)C1C(=O)NCc1ccncc1 (configuration not stated)	-6%	0.2%
O=C(COc1cccc2ccccc12)N1CCN(c2ccccc2)CC1	-7%	.
Cc1nnc(NC(=O)C2CCCN(c3ncccn3)C2)s1 (configuration not stated)	2%	0.7%
COc1ccc(NC(=O)CCNC(C)=O)cc1NS(=O)(=O)c1ccc(F)cc1	-5%	-1.4%
CSCCC(NC(C)=O)C(=O)Oc1ccc2c3c(c(=O)oc2c1)CCCC3 (configuration not stated)	-3%	-3.3%
CCOC(=O)C1=C(O)CSC1=Nc1ccc(Cl)cc1Cl	-1%	-3.5%
CC(NC(=O)c1ccco1)C1COc2ccccc2O1 (configuration not stated)	3%	-1.0%&-3.2%
CC(C)(C)c1ccc(C(=O)NNC(=O)Cc2cccc3ccccc23)cc1	.	-5.0%
CCOc1ccc(N(CC(=O)O)S(=O)(=O)c2cccnc2)cc1	-4%	-5.0%
Cc1ccc(-c2cc(C(F)F)n3ncc(C(=O)N4CCN(c5cccc(C)c5C)CC4)c3n2)cc1	.	-0.5%
c1cncc(-c2noc(-c3cccc4ccccc34)n2)c1	.	6.1%
COc1ccc(-c2cc(-c3c(O)c(OC)c4occc4c3OC)[nH]n2)cc1	.	1.3%
CCN(C(=O)c1cc(Cl)ccc1OC)c1ccccc1C	-2%	2.1%&2.6%
COc1ccc(-c2oc3ncn4nc(Cc5ccccc5)nc4c3c2-c2ccc(OC)cc2)cc1	-1%	6.0%
c1ccc(CCn2nnnc2CN2CCN(C3CCCC3)CC2)cc1	-10%	-2.8%
Cc1noc(NS(=O)(=O)c2ccc(NC(=O)CSc3nc4c(cc3C#N)CCCCC4)cc2)c1C	.	-0.7%
COc1ccc(Cc2nc3ccccc3c(=O)n2/N=C/c2c[nH]c3ccccc23)cc1OC	3%	-1.4%
O=C1OC(c2ccccc2)=N/C1=C\c1cccc(OC(F)(F)C(F)F)c1	-3%	-0.5%
COc1ccc(NC(=O)C2CCCCN2S(=O)(=O)c2ccc(F)cc2)c(OC)c1 (configuration not stated)	-3%	2.5%
CC1CCCN(Cc2nc3c(c(=O)n(C)c(=O)n3C)n2CCc2ccccc2)C1 (configuration not stated)	.	-0.5%
CC(=O)c1cccc(NC(=O)C2C3C=CC(C4CC34)C2C(=O)O)c1 (configuration not stated)	-10%	1.4%
CCCCn1c(=O)n(CC(O)c2ccccc2)c(=O)c2c1ncn2C1CCCC1 (configuration not stated)	-9%	0.0%
O=C(Nc1nc(-c2cccs2)cs1)c1ccc(S(=O)(=O)N2CCCCC2)cc1	1%&1%	8.8%&3.3%
O=C(CCOc1ccccc1)NCC(c1ccco1)N1CCCCC1 (configuration not stated)	-18%	-1.4%
Cc1ccc(/C=C/C(=O)Nc2ncc(Cc3ccc(F)cc3)s2)o1	-3%	-0.5%
SMILES	Rat MKP-3 inhibitors	Hsp70 displacement
COc1cc(NC(=O)CSc2nc(C)cs2)cc(OC)c1	6%	2.8%
Cc1c(C)c2ccc(OCC(=O)c3ccccc3)c(C)c2oc1=O	2%	1.4%
O=C(NCCc1ccncc1)C(F)(F)F	-9%	-5.4%
COCCn1cc(C(=S)N2CCOCC2)c2ccccc21	.	3.7%
CC(=O)COc1ccc2c(C)cc(=O)oc2c1I	1%	0.9%
Cc1cc(C)nc(N/N=C/c2ccco2)n1	.	3.1%
CC(c1ccccc1)N1CCn2c(nc3cc(NC(=O)NC4CCCCC4)ccc32)C1 (configuration not stated)	.	5.2%
CCn1c2ccccc2c2cc(/C=N/n3cn[nH]c3=S)ccc21	.	-0.1%
CCN(CC)CCn1nc(C)nc1-c1ccccc1O	-5%	1.2%
Cc1ccc(NC(=O)COc2ccc(Cl)c(C)c2)c(Br)c1	2%	0.7%
CCC(Sc1nnc2c3ccccc3n(C)c2n1)C(=O)N1c2ccccc2Sc2ccccc21 (configuration not stated)	2%	-0.9%
Cc1nnc(N/N=C/c2cccc([N+](=O)[O-])c2)[nH]c1=O	0%	1.6%
COc1ccc(/C=N/n2c(N)nc3ccccc32)cc1OC	-14%	1.4%
Cc1cccc(OCC(=O)O/N=C(\N)Cc2cccs2)c1	-3%	-2.5%
C=CS(=O)(=O)c1ccc(Oc2ccc(S(=O)(=O)C=C)cc2)cc1	1%	11%
CCn1c(SCC(=O)Nc2ccccc2C(=O)OC)nc2c1c(=O)n(C)c(=O)n2C	-6%	-6.2%
